Mtb BioA inh: M. tuberculosis BioA enzyme inhibitors, primary screen, biochemical, plate reader, single point, HTS. hit rate 0.096% among 360,000. 7,8-diaminopelargonic acid synthase BioA (Mycobacterium tuberculosis). purified M. tuberculosis BioA enzyme. AID 602481, 2012. inhibition, % at 9.99 µM; in the data active = inhibition above about 40%
PriA SSB inh: inhibitors of Klebsiella pneumoniae PriA binding to SSB C-terminal tail, primary screen, biochemical, AlphaScreen; PriA–SSB C-terminal tail interaction (Klebsiella pneumoniae); AlphaScreen SSBct-PriA binding, biotinylated peptide; inhibition, % at 33 µM; hit rate 0.6% among 430,000; AID 1272365, 2023; in the data active = inhibition mostly above about 37%, no sharp cut-off; inactive = mostly below about 20%;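 note: plate controls were negative control peptide for no effect and reference peptide for full effect; strong numbers were not always called active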
Mtb UGM inh: M. tuberculosis UGM enzyme inhibitors, primary screen, biochemical, fluorescence polarization, single point; UDP-galactopyranose mutase (Mycobacterium tuberculosis (strain ATCC 25618 / H37Rv)), …; purified UGM, fluorescence polarization probe displacement; inhibition, % at 10 µM; hit rate 0.06% among 320,000; AID 504406, 2011; in the data active = inhibition above about 10%, passing the limit was not always enough
Target sequence (P9WIQ1 whole entry, looked up): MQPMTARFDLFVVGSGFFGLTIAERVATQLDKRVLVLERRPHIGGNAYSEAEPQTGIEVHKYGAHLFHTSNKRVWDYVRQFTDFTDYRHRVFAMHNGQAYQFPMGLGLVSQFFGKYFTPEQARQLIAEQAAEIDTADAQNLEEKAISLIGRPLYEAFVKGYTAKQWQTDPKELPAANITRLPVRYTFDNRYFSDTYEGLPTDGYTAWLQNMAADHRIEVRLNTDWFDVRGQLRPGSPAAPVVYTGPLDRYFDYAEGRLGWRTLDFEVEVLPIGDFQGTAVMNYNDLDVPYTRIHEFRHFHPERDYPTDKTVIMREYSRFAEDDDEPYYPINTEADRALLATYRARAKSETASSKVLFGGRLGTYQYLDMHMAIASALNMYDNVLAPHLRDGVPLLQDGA
GDH-TPI counter: GDH-TPI coupling enzyme inhibitors, primary screen, artefact control for M. tuberculosis FBA inhibitor project, biochemical, absorbance, full deck; GDH-TPI coupled enzyme counterscreen, NADH absorbance; inhibition, % at 4.8 µM; hit rate 1.2% among 360,000; AID 588335, 2011; in the data active = inhibition above about 30%;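 note: 0% = DMSO wells and 100% = wells lacking the enzyme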
VHR inh abs: VHR1 phosphatase inhibitors, primary screen, biochemical, absorbance, uHTS. Dual specificity protein phosphatase 3 (Homo sapiens), P51452. recombinant VHR phosphatase, pNPP absorbance. inhibition, % at 13.3 µM. hit rate 0.52% among 290,000. AID 1654, 2009; in the data active = inhibition above about 50%; note: some compounds called inactive have numbers as strong as hits
Target sequence (P51452 whole entry, looked up): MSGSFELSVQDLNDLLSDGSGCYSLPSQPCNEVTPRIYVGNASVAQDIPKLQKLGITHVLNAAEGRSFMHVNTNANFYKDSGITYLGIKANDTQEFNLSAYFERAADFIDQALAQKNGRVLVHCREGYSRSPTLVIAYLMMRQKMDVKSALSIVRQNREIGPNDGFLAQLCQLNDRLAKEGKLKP
FBA Mtb inh: Mtb FBA enzyme inhibitors, primary screen, biochemical, fluorescence, strain H37Rv | Fructose-bisphosphate aldolase (Mycobacterium tuberculosis (strain ATCC 25618 / H37Rv)), … | inhibition, % at 1 µM | hit rate 2.3% among 360,000 | AID 588726, 2011 | purified M. tuberculosis FBA, fluorescence read-out; in the data active = inhibition above about 27%;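 note: 0% = vehicle and 100% = reference inhibitor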
Target sequence (P9WQA3 whole entry, looked up): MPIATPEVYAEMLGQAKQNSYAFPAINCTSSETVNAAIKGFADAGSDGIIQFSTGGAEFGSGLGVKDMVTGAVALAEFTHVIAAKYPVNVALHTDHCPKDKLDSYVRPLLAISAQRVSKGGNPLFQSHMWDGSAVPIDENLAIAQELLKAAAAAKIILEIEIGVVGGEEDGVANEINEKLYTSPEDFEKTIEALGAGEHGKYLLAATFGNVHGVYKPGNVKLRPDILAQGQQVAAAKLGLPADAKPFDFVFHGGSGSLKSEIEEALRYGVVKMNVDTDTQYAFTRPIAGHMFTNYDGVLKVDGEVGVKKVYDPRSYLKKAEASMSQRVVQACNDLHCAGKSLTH
MazEF act: activators of E. coli MazEF toxin-antitoxin RNase, primary screen, biochemical, fluorescence, uHTS | Endoribonuclease toxin MazF (Escherichia coli (strain K12)), P0AE70 | FAM/BHQ RNA-DNA oligo cleavage fluorescence, 5 h | activation, % at 20 µM | hit rate 0.32% among 350,000; in the data active = activation above about 50%
Target sequence (P0AE70 whole entry, looked up): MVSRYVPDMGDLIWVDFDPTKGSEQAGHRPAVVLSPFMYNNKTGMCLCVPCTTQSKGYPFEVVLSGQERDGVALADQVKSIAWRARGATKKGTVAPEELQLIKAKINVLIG
BH1578 lux ind: inducers of Vibrio cholerae quorum light production without autoinducers, primary screen, BH1578 luxS cqsA deficient, single point | V. cholerae BH1578 lux reporter, luminescence, 6 h | activation, % at 18.7 µM | hit rate 0.16% among 350,000; in the data active = activation mostly above about 9.7%, no sharp cut-off; note: not every result past the cut was called active; inactives centre near 0; reference of the scale not given here
Rv3671c protease: Rv3671c serine protease inhibitors, primary screen, biochemical, fluorescence polarization, M. tuberculosis H37Rv; P9WHR9; hit rate 0.048% among 320,000; inhibition, % at 5.96 µM; AID 2606, 2010; in the data active = inhibition above about 38%;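 note: extracellular domain of Rv3671c used as enzyme; 0% = enzyme with DMSO and 100% = no enzyme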
SARS 3CLpro inh: SARS-CoV 3CLpro protease inhibitors, primary screen, biochemical, quenched FRET. hit rate 0.14% among 290,000. recombinant SARS-CoV 3CLpro, quenched FRET peptide cleavage. inhibition, % at 6 µM; in the data active = inhibition above about 12%
Numbers without * were called inactive; i = inactive; / = not tested or not shown. Only part of the results is shown; the hit share may differ from the screen's.

SMILES	Mtb BioA inh	PriA SSB inh	Mtb UGM inh	GDH-TPI counter	VHR inh abs	FBA Mtb inh	MazEF act	BH1578 lux ind	Rv3671c protease	SARS 3CLpro inh
Cc1ccccc1N(C(=O)c1snc(C(N)=O)c1N)C(C(=O)NC1CCCC1)c1ccco1 (centres undefined)	1.0	-8	/	10	48	37*	10	-0.3	/	3
O=C(CCN1CCCC1Cc1ccccc1)c1ccc2c(c1)OCCO2 (centres undefined)	/	-4	-1.9	7	11	3	4	i	4	-1
Cc1ccc(CNC(=O)CCNS(=O)(=O)c2cccs2)cc1	-0.3	-17	-1.0	-4	32	1	-4	-0.2	-8	-3
CCc1ccc(NC(=O)c2cnn(-c3ccccc3)c2C)cc1	/	4	-1.1	3	-8	-3	5	-0.1	-6	2
CSCCC(NC(=O)C1CCCCC1)c1nc2ccccc2[nH]1 (centres undefined)	3.1	2	1.4	8	5	1	6	i	-4	4
Cc1ccc(S(=O)(=O)NCCc2ccncc2)cc1C	2.2	-1	0.0	-1	16	-8	1	-1.8	8	4
CCCCC(=O)Nc1cccc(NC(=O)C(C)C)c1	-0.5	0	-0.1	-1	46	-3	8	-2.0	17	7
O=C(c1ccc([N+](=O)[O-])cc1)N(Cc1cccs1)C1CCS(=O)(=O)C1 (centres undefined)	0.4	-58	2.2	8	23	5	-8	-0.6	-7	6
COC(=O)c1ccccc1NC(=O)c1ccc2c(c1)OCCCO2	-1.7	-15	-0.4	0	10	1	-4	0.4	-5	12*
CCC(=Cc1ccc(CC)cn1)CC	-2.5	-8	0.1	1	44	1	8	-0.6	5	3
CCOC(=O)c1c(C)nc2sc3c(c2c1-c1ccc(OC)cc1)NC(c1ccccc1)NC3=O (centres undefined)	-1.0	-22	-0.4	-1	6	1	12	i	2	6
CC(C)c1ccc(NC(=O)/C(C#N)=C/c2ccncc2)cc1	-1.9	1	-1.9	6	1	0	-2	i	-5	1

Among those listed so far, these contain two or more sulfur atoms:
SMILES	Mtb BioA inh	PriA SSB inh	Mtb UGM inh	GDH-TPI counter	VHR inh abs	FBA Mtb inh	MazEF act	BH1578 lux ind	Rv3671c protease	SARS 3CLpro inh
Cc1ccc(CNC(=O)CCNS(=O)(=O)c2cccs2)cc1	-0.3	-17	-1.0	-4	32	1	-4	-0.2	-8	-3
O=C(c1ccc([N+](=O)[O-])cc1)N(Cc1cccs1)C1CCS(=O)(=O)C1 (centres undefined)	0.4	-58	2.2	8	23	5	-8	-0.6	-7	6

The listing picks up with the 2 entries that preceded the break.
SMILES	Mtb BioA inh	PriA SSB inh	Mtb UGM inh	GDH-TPI counter	VHR inh abs	FBA Mtb inh	MazEF act	BH1578 lux ind	Rv3671c protease	SARS 3CLpro inh
CCOC(=O)c1c(C)nc2sc3c(c2c1-c1ccc(OC)cc1)NC(c1ccccc1)NC3=O (centres undefined)	-1.0	-22	-0.4	-1	6	1	12	i	2	6
CC(C)c1ccc(NC(=O)/C(C#N)=C/c2ccncc2)cc1	-1.9	1	-1.9	6	1	0	-2	i	-5	1
CCOC(=O)c1c(NCc2ccc3c(c2)OCO3)c2ccccc2[nH]c1=O	7.4	3	-2.3	7	16	1	10	i	4	-2
CCOc1ccc(-c2c(C(=O)N/N=C/c3ccc(OC)cc3)nnn2-c2nonc2N)cc1	-0.3	/	-1.5	16	3	0	3	-0.2	-42	0
Cc1cc(C)c(NC(=O)CN2C(=O)NC3(CCCCC3)C2=O)c(Cl)c1	0.6	4	2.4	8	14	-1	3	-0.2	-5	6
Cc1c(NC(=O)c2csc3c2CCCC3)c(=O)n(-c2ccccc2)n1C	0.0	-16	-3.3	-5	29	1	2	-0.6	-5	0
O=C(CNS(=O)(=O)c1ccccc1)OCC(=O)c1ccccc1Cl	-1.0	-16	-0.2	-10	15	3	2	0.6	-8	-2
CCn1c(SCC(=O)Nc2ccc3c(c2)OCCO3)nnc1-c1ccccn1	-2.0	-3	0.4	3	18	1	-3	12	-2	1
Cn1c(/C=C/c2ccc([N+](=O)[O-])o2)nc2ccccc2c1=O	-6.2	-4	6.9	14	34	-4	9	22	0	4
Cc1ccc2c(CC(=O)NNC(=O)c3ccncc3)coc2c1	-0.3	-10	-1.4	4	/	-3	2	-3.7	8	/
CCc1cccc(Nc2c3c(nc4ncnn24)CCC3)c1	4.8	-10	0.1	1	-5	-2	5	-0.9	-4	-3
O=C(CCC1CCN(Cc2ccc(C#CCCO)cc2)CC1)NC1CC1	-1.5	-5	-1.8	8	16	-1	8	i	-9	4
Cc1c(NS(=O)(=O)c2cc(C(=O)N(C)Cc3ccccc3)ccc2Cl)c(=O)n(-c2ccccc2)n1C	0.7	2	-0.2	1	/	1	0	i	-6	/
CCCc1ccc(OCC(O)CN2CCc3ccccc3C2)cc1 (centres undefined)	3.6	0	1.8	4	-6	-1	-6	-1.5	2	-2
Cc1oc(-c2ccccc2F)nc1CS(=O)(=O)CC(=O)N1CCCCCC1	0.5	-3	5.5	-2	19	2	9	-0.1	1	-1
COc1ccccc1CNC(=O)C1CCC(CNc2c(N3CCCCC3)c(=O)c2=O)CC1 (centres undefined)	-3.7	-10	-6.4	26	0	-5	3	-0.2	7	-3
CCc1cc(=O)oc2c3c(cc(OCC(=O)NCCC(=O)O)c12)OC(C)(C)CC3	-0.4	2	2.5	12	21	177*	6	1.5	-4	2
COc1cccc(C(=O)/C=C/Nc2ccc(S(=O)(=O)Nc3cnc4ccccc4n3)cc2)c1	/	13	0.9	21	22	0	9	i	-11	10
Cc1cccn2c(=O)nc(SCC(=O)N3CCCCCC3)nc12	13	-1	-1.1	8	/	0	1	i	-2	/
CCOC(=O)N1CCN(c2nc3ccc(C)cc3n3cnnc23)CC1	-1.4	-4	/	8	2	6	5	i	/	3
O=C(NCC(=O)N(c1ccccc1F)C(C(=O)NC1CCCC1)c1ccncc1)c1ccco1 (centres undefined)	0.4	-4	2.0	-7	-8	-3	12	-0.9	1	-8
CCCCNC(=O)C1(C)CCN1C(=O)c1c(F)ccc(C)c1F (centres undefined)	1.3	/	/	0	/	0	/	-0.4	/	/
COc1ccc(NC(=O)CSc2nc(N)cc(N)n2)cc1S(=O)(=O)N1CCCCC1	0.9	4	0.4	11	/	2	-1	-0.9	5	/
COc1cc(C(=O)Oc2cc(C)cc(C)c2)cc(OC)c1OC	-0.4	-5	0.0	1	36	-2	-12	3.4	2	2
COc1ccc(N2CCN(CCCNC(=O)CN3C(=O)COc4ccccc43)CC2)cc1	1.9	0	-1.7	3	3	4	-19	-5.3	-10	-4
O=S(=O)(NCC1(N2CCOCC2)CCCCC1)c1ccc(F)c(F)c1F	1.9	-2	-2.6	3	/	1	2	i	14	/
COc1cccc(NC(=O)COc2ccc(Br)c(C)c2)c1	3.7	-31	0.1	3	-12	-1	4	0.2	5	4
CC(NCCc1ccc(O)cc1)C(O)c1ccc(O)cc1 (centres undefined)	0.6	-9	-1.7	3	5	4	8	6.2	2	-4
OC1c2c(F)cccc2N=C2CCCCN21 (centres undefined)	2.2	/	/	-1	/	38*	/	-0.1	/	/
Oc1cccc(/C=N/Nc2cc(N3CCOCC3)nc(N3CCOCC3)n2)c1	0.6	/	1.0	31	8	0	6	-0.3	-7	-5
Cc1ccccc1NC(=O)c1cccc(NC(=O)c2ccco2)c1	0.9	8	-4.7	-2	66	0	8	i	-4	-8
COc1cc(/C=N/NC(=S)NC(C)C)ccc1OCC(=O)Nc1c(C)cc(C)cc1C	/	/	1.3	22	4	5	23	i	-45	0
Cc1onc(-c2ccccc2)c1C(=O)Nc1ccc(Cl)cn1	-2.4	1	-0.2	4	21	1	6	-2.2	3	3
CC1=NNC(=O)C1CCC(=O)N/N=C/C=C/c1ccccc1 (centres undefined)	/	/	-2.3	0	21	-3	4	-0.3	2	2
C=CCn1c(SCC(=O)NCc2ccc3c(c2)OCO3)nnc1C1CCCCC1	-0.9	-18	0.5	4	22	2	8	-0.6	8	3
Cc1ccc2nc(-c3cccnc3)c(NC3CCCC3)n2c1	-0.7	-10	-4.2	9	-1	2	-1	-0.4	-4	-9
Cc1cc(C)cc(NC(=O)CN2CCN(C(=O)C3CCCO3)CC2)c1 (centres undefined)	0.8	-2	1.2	-2	15	1	-3	0.7	6	0
CSc1nnc(-c2ccccc2)c(=O)[nH]1	-4.3	-10	2.7	12	-2	4	6	-0.5	-7	0
CCCCOC(=O)c1cc(Cl)c(O)c(OC)c1	-1.5	-7	2.4	11	-23	1	5	-0.6	-1	4
CC(C)CCNC(=O)CN(C(=O)Cn1nnc(-c2ccc(F)cc2)n1)C1CCCC1	/	-10	-1.5	6	19	2	4	-0.5	-5	-4
CCOc1cccc(C(=O)NCc2ccccc2)c1	/	-11	-0.5	-2	29	-4	0	-0.4	-1	8
O=C(NCCNC(=O)c1ccco1)c1ccc(F)cc1	0.0	-5	-1.4	4	19	1	0	-0.1	6	0
Cc1cccn2cc(CSc3ccccc3N)nc12	-0.8	-8	0.1	5	12	0	2	i	1	-3
COc1cc(OC)cc(-c2sc3ccc(OC)cc3c2C#CC2(N)CCCCC2)c1	-1.1	5	1.2	13	/	8	3	0.4	-4	/
O=C1c2ccccc2C(=O)N1CC1c2ccccc2CCN1S(=O)(=O)c1ccccc1 (centres undefined)	1.3	-5	0.5	3	8	-2	4	-0.2	-10	-3
Cc1nccn1-c1ncnc2sc3c(c12)CCCC3	/	-7	0.6	-3	19	0	4	-1.7	5	-1
C=CCC[C@H](Cc1ccc(F)cc1)C(=O)OC[C@@H](NC(=O)[C@@H](CC=C)CC(=O)N[C@@H](CO)Cc1ccccc1)C(C)(C)C	-3.1	32	-2.2	5	/	0	-14	0.3	-18	/
CC1CCCCN1CCCNC(=O)Cn1ncc2c([nH]c3ccccc32)c1=O (centres undefined)	-1.4	3	0.4	16	7	12	-14	i	-5	-2
O=C(Nc1ccccc1)Nc1sccc1-c1nc2ccccc2s1	1.3	-7	4.8	16	16	7	9	i	-20	-2

Random excerpt: 5 compounds from above
SMILES	Mtb BioA inh	PriA SSB inh	Mtb UGM inh	GDH-TPI counter	VHR inh abs	FBA Mtb inh	MazEF act	BH1578 lux ind	Rv3671c protease	SARS 3CLpro inh
COc1cc(C(=O)Oc2cc(C)cc(C)c2)cc(OC)c1OC	-0.4	-5	0.0	1	36	-2	-12	3.4	2	2
CC(NCCc1ccc(O)cc1)C(O)c1ccc(O)cc1 (centres undefined)	0.6	-9	-1.7	3	5	4	8	6.2	2	-4
O=C(NCC(=O)N(c1ccccc1F)C(C(=O)NC1CCCC1)c1ccncc1)c1ccco1 (centres undefined)	0.4	-4	2.0	-7	-8	-3	12	-0.9	1	-8
Cc1nccn1-c1ncnc2sc3c(c12)CCCC3	/	-7	0.6	-3	19	0	4	-1.7	5	-1
Cc1oc(-c2ccccc2F)nc1CS(=O)(=O)CC(=O)N1CCCCCC1	0.5	-3	5.5	-2	19	2	9	-0.1	1	-1

High-throughput results as filed in PubChem BioAssay.
